EPAC1 agonist – EPAC1 (human) agonism; Potency, µM (highest dose often 154 µM), for the others: at the top dose activation, actives largely listed as activators; AID 720707; actives 0.073% (n = 360,000); EPAC1 agonist qHTS, biochemical assay; response scale: 100% = response to 6.5 mM cAMP; O95398; note: potency is the fitted concentration of half-maximal effect; nearly all actives have a fitted effect of over 60% in size
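Compounds were pinned as a concentration titration into mixtures of EPAC1 (100 nM), BODIPY-GDP-loaded Rap1B (250 nM) and GDP (50 uM). After 5 min at room temperature, fluorescence was followed for 30 min; activity was scaled to 6.5 mM cAMP.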
CCT modulator – cytosolic chaperonin activity modulation; purified chaperonin ATPase assay, HTRF ADP detection, 30 min; activity change, % (test concentration not listed), hits read low; actives 0.3% (n = 360,000); AID 651819; in the data active = activity change below about -30%; note: % is set by controls: 0 for no effect and ±100 for the full control effect
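ATPase activity: ADP formed was measured by HTRF Transcreener (665/615 nm ratio) after 30 min at 37 deg C with 10 uM ATP. Compounds screened at one 76 uM concentration against 40 or 20 nM TRiC in Tris pH 7.4/KCl/MgCl2/DTT buffer.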
EPAC2 antagonist – EPAC2 (human) antagonism; actives 0.18% (n = 360,000); Potency, µM (top dose mostly 114 µM), inactives show top-dose activity, negative = inhibition, most hits filed as inhibitors; Q8WZA2; EPAC2 GEF exchange of Rap1B-BODIPY-GDP, fluorescence; note: potency is the fitted concentration of half-maximal effect; % is set by controls: 0 for no effect and ±100 for the full control effect; nearly all actives have a fitted effect of over 45% in size; many of its hits are not listed in these tables
WRN inhibitor – inhibitors of human WRN helicase; Q14191; WRN helicase unwinding, fluorescent forked duplex, kinetic; Potency, µM (series often up to 114 µM), for inactives: top-dose activity change, negative = inhibition, most hits filed as inhibitors; actives 0.46% (n = 360,000); note: potency is the fitted concentration of half-maximal effect; % is set by controls: 0 for no effect and ±100 for the full control effect; nearly all actives have a fitted effect of over 55% in size
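Enzyme (20 nM final) and test compound sit together 15 min at room temperature before substrate addition. Substrate is a single-forked duplex oligonucleotide (100 nM) labelled with fluorophore and quencher, with 2 mM ATP; helicase unwinding raises red fluorescence, read kinetically.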
MmCpn inh – inhibitors of Methanococcus maripaludis chaperonin (MmCpn) | purified Mm-Cpn ATPase, ADP Transcreener TR-FRET | Potency, µM (highest dose often 76.9 µM), for inactives: top-dose activity, negative = inhibition, actives largely listed as inhibitors | actives 0.031% (n = 330,000) | AID 504842; note: potency is the fitted concentration of half-maximal effect; % is set by controls: 0 for no effect and ±100 for the full control effect; nearly all actives have a fitted effect of over 80% in size
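Measured: ADP formation by purified Mm-CPN. Conditions: 25 nM protein, 10 uM ATP, Tris pH 7.4 with Mg2+, K+ and DTT, 37°C for 30 min. Detection: Transcreener HTRF after 30 min at room temperature.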
EPAC1 antagonist – antagonists of human EPAC1; Potency, µM (highest dose often 115 µM), for the others: top-dose activity change, negative = inhibition, usual class: inhibitors; AID 720709; actives 0.14% (n = 360,000); EPAC1 GEF assay, Rap1b-BODIPY-GDP exchange fluorescence;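 note: potency is the fitted concentration of half-maximal effect; plate controls were vehicle for no effect and positive control for full effect; nearly all actives have a fitted effect of over 50% in size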
PI5P4K alpha inh – blocks human PI5P4K alpha kinase activity. P48426. PI5P4Kalpha enzyme, ADP-Glo luminescence, 60 min; hits give low values. max response, %. actives 1.2% (n = 330,000); active = max response of -50% or lower; inconclusive = between -30% and -50%; inactive = -30% or higher; note: value at the top dose of about 77 µM; % is set by controls: 0 for no effect and ±100 for the full control effect
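PI5P4Kalpha ADP-Glo assay; 5 microM ATP final; 60 min RT reaction; HEPES pH 7.4/EGTA/CHAPS, 5% DMSO; controls lacking substrate or enzyme; luminescent end-point.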
PLK1 PBD block – blocks phosphopeptide binding to human PLK1 polo-box domain; P53350; Plk1 PBD binding of FITC phosphopeptide, fluorescence polarization; Potency, µM, inactives show max response, negative = inhibition, most hits filed as inhibitors; actives 2.8% (n = 360,000); AID 720504; note: potency is the fitted concentration of half-maximal effect; series mostly up to about 57 µM; % is set by controls: 0 for no effect and ±100 for the full control effect; nearly all actives have a fitted effect of over 65% in size
Active calls of the source: *; u = inconclusive; x = not tested or not shown; [ ] = another dose, or the depositor's remark. Unless noted, calls come from the whole dose curve; as a rule, active = well fitted curve in the direction sought with a large enough effect; inconclusive = small, poorly fitted or top-dose-only effect, or another doubt; inactive = no such curve, though single readings can be large; an effect the other way counts as inactive or inconclusive. A portion of the library. The share of hits here may be higher or lower than overall.

EPAC1 agonist | CCT modulator | EPAC2 antagonist | SMILES | WRN inhibitor | MmCpn inh | EPAC1 antagonist | PI5P4K alpha inh | PLK1 PBD block
13% | -0.9 | 1% | Cc1ccc(Cl)cc1NC(=O)CCN1C(=O)C2C3CCC(C3)C2C1=O (centres undefined) | -1% | 0% | 0% | 5 | -6%
1% | -20 | 17% | CCC(Oc1ccccc1)C(=O)N1CCN(CC)CC1 (centres undefined) | -6% | 0% | 14% | 0 | -10%
-7% | -7.4 | -22% | O=C(Nc1cc(Cl)cc2c1-c1ccc(Cl)cc1C2O)C(Cl)Cl (centres undefined) | -10% | x | u | 22 | -10%
-12% | -3.8 | -5% | CC1CCCN(Cc2nc3c(c(=O)n(C)c(=O)n3C)n2Cc2c(F)cccc2Cl)C1 (centres undefined) | -6% | -2% | 0% | 7 | -12%
-5% | -0.3 | -2%[57.1 µM] | Cn1cc(C(=O)Nc2ccc(Cl)cc2)c(C(F)(F)F)n1 | 5% | 1% | -1% | 6 | -12%
15% | -0.3 | 0% | Cc1cc(S(=O)(=O)NC(C)c2nnc3ccccn23)ccc1Br (centres undefined) | 5% | 2% | 14% | -5 | 3%
-1% | 0.6 | 1% | Fc1ccc(-n2c(Cc3cccs3)n[nH]c2=S)cc1Cl | 8% | 2% | -9% | -5 | -17%
1% | -1.3 | -5% | CCNC(=S)Nc1ccc(C)c(S(=O)(=O)Nc2ccccc2OC)c1 | 0% | 2% | -14% | 0 | -14%
12% | -3.8 | 3% | O=[N+]([O-])c1cccc(-n2nnnc2CNCc2ccccc2)c1 | 2% | 1% | 0% | 0 | -7%
6% | 0.6 | -12% | COCc1ccc(-c2c(-c3ccsc3)sc3ccccc23)cc1 | 0% | -7% | -4% | 14 | -3%
-10% | 2.0 | -20% | Cc1cc(C)nc(Nc2cccc(C(F)(F)F)c2)n1 | -4% | -1% | -17% | 13 | 0%
12% | 0.3 | 3% | COc1cc(C(=O)NCC(=O)N/N=C(/C)c2cccs2)cc(OC)c1OC | -19% | 1% | 1% | 3 | 0%
-1% | 2.7 | 20% | O=C1c2ccccc2C(=O)N1CCCc1nc2ccccc2c(=O)n1-c1cccnc1 | -9% | 3% | 1% | 5 | -11%
8% | -1.4 | -22% | N#Cc1cccc(C(c2nnnn2C2CCCC2)N2CCCCCC2)c1 (centres undefined) | -10% | 1% | -10% | 3 | -1%
11% | -0.9 | 10% | CN(C)S(=O)(=O)c1cc(NC(=O)CN2CCNC(=O)C2)ccc1Cl | 2% | 1% | -4% | 4 | -10%
12% | 0.8 | u | COc1ccc(S(=O)(=O)N2CCCC2c2cccs2)cc1 (centres undefined) | -3% | -2% | 11% | 3 | -2%
-10% | 0.3 | 14% | COc1ccc(NC(=O)CSCC(=O)Nc2ccc(S(=O)(=O)N3CCCC3)cc2)cc1 | -10% | 0% | 11% | -4 | -8%
4% | 0.0 | -12% | COc1cc(NC(=O)CCCNC(=O)Cn2cnc3sc(C)c(C)c3c2=O)cc(OC)c1OC | -29% | -3% | -11% | 3 | -6%
14% | 0.8 | -1% | O=C(O)c1cn(-c2ccccc2)nc1C(=O)O | -10% | 1% | 6% | -52* | 6%
-3% | -0.2 | 17% | CCN1CCN(C(=O)CN(c2ccc(F)cc2)S(=O)(=O)c2ccc(OC)c(OC)c2)CC1 | -13% | 0% | 18% | -1 | 0%
-20% | 1.5 | -9% | Cc1ccc(CNC(=O)CCc2c(C)nc3c(c(C)nn3-c3ccc(C)cc3)c2C)cc1 | 4% | -4% | 7% | 3 | 1%
-1% | -0.4 | 1% | Cc1cccc(NC(=O)CSc2nc3ccccc3nc2N2CCCC2)c1 | -12% | -17% | -20% | 4 | u
9% | -2.3 | -3% | O=C(NCc1ccc(F)cc1)c1cc2c(cc1Cl)N1CCCCCC1=NS2(=O)=O | 7% | 1% | 10% | 0 | -13%
12% | -0.5 | -6% | COc1ccc(S(=O)(=O)N2CCOCC2)cc1NC(=O)Cc1ccc(Cl)c(Cl)c1 | -13% | 2% | -8% | 5 | 1%
-4% | -1.0 | -4% | Cc1noc(/C=C/N(C)C)c1S(=O)(=O)N1CCCC(C(=O)NCc2cccs2)C1 (centres undefined) | -3% | -7% | -9% | 8 | 7%

Entries of single compounds, looked up by structure:
O=C1c2ccccc2C(=O)N1CCCc1nc2ccccc2c(=O)n1-c1cccnc1 as listed: EPAC1 agonist = -1%; CCT modulator = 2.7; EPAC2 antagonist = 20%; WRN inhibitor = -9%; MmCpn inh = 3%; EPAC1 antagonist = 1%; PI5P4K alpha inh = 5; PLK1 PBD block = -11%
Cc1noc(/C=C/N(C)C)c1S(=O)(=O)N1CCCC(C(=O)NCc2cccs2)C1 (centres undefined) as listed: EPAC1 agonist = -4%; CCT modulator = -1.0; EPAC2 antagonist = -4%; WRN inhibitor = -3%; MmCpn inh = -7%; EPAC1 antagonist = -9%; PI5P4K alpha inh = 8; PLK1 PBD block = 7%
CCN1CCN(C(=O)CN(c2ccc(F)cc2)S(=O)(=O)c2ccc(OC)c(OC)c2)CC1 as listed: EPAC1 agonist = -3%; CCT modulator = -0.2; EPAC2 antagonist = 17%; WRN inhibitor = -13%; MmCpn inh = 0%; EPAC1 antagonist = 18%; PI5P4K alpha inh = -1; PLK1 PBD block = 0%

(list continues)
EPAC1 agonist | CCT modulator | EPAC2 antagonist | SMILES | WRN inhibitor | MmCpn inh | EPAC1 antagonist | PI5P4K alpha inh | PLK1 PBD block
-2% | 1.7 | 4% | Cc1ccc(C(=O)Nc2nnc(COc3ccccc3)s2)cc1 | -6%[11.6 µM] | -5% | 1% | -1 | -4%
-7% | -4.2 | -2%[57.1 µM] | Cc1ccc(-c2cc(C(=O)N/N=C/c3c[nH]c4ccccc34)n[nH]2)o1 | -15% | 2% | -17% | -23 | -14%
10% | -2.0 | -10% | CC(C)(CN1CCc2ccccc2C1)NS(=O)(=O)c1ccccc1 | -8% | u | -5% | 5 | -7%
8% | -3.8 | 19% | COc1ccc(/C=c2/sc3n(c2=O)C(c2ccccc2OC)C2=C(N=3)c3ccccc3CC2)cc1O (centres undefined) | -12% | -5% | 15% | -6 | -2%
-6% | 0.0 | 13% | O=C(Cn1nc(-c2cccc([N+](=O)[O-])c2)c2ccccc2c1=O)NCC1CCCO1 (centres undefined) | -12% | 0% | 18% | 3 | -8%
-4% | -2.4 | 11% | O=C(NCC(=O)N(c1ccccc1)C(C(=O)NC1CCCCC1)c1cccnc1)c1cccs1 (centres undefined) | 11% | 3% | 0% | 1 | 0%
9% | 0.9 | 1% | CC(C(=O)OCC(=O)c1ccc(Br)cc1)N1C(=O)C2C3CCC(C3)C2C1=O (centres undefined) | 4% | 0% | -10% | 1 | -17%
2% | 0.3 | -5% | CC1/C(=N/O)CC(c2ccccc2)NC1c1ccccc1 (centres undefined) | -6% | -1% | -13% | x | -7%
3% | -2.9 | 9% | CC12CCC(C(=O)NNC(=O)c3ccc(F)cc3)(OC1=O)C2(C)C (centres undefined) | -12% | 0% | 2% | 0 | -3%
-2% | -1.9 | 24% | CC(=O)Nc1c(C)ccc(S(N)(=O)=O)c1C | 5% | 2% | 9% | -1 | 1%
-6% | -0.9 | 2% | Fc1ccccc1/C=N/Nc1nn[nH]n1 | 3% | 2% | 0% | -11 | 1%
-3% | 1.3 | -24% | CN(C)CCN(C)C1CN(CCc2ccccc2)S(=O)(=O)C1 (centres undefined) | -6% | x | 11% | 1 | 2%
u | -1.0 | 79%[activator] | N#CC(C#N)=C1C=C2C=C(N3CCOCC3)CCC2CC1 (centres undefined) | -11% | 0% | 152%[activator] | 2 | 52%[activator]
8% | 0.5 | -3% | CCc1nc2oc3cc(OC)ccc3c(=O)c2c(=O)n1-c1ccccc1 | -3% | 0% | 0% | -1 | -9%
9% | -4.2 | 8% | Cc1nn(CCOc2cccc(Br)c2)c(C)c1[N+](=O)[O-] | -9% | -1% | -7% | 2 | -4%
-13% | -0.9 | 3% | Cc1cc(C(=O)NC2=NCCS2)c2ccccc2n1 | 1% | -1% | -13% | -8 | 5%
-1% | -1.9 | 13% | COc1ccc(NC(=O)c2cccnc2)c([N+](=O)[O-])c1 | 6% | 4% | -4% | 0 | -5%
4% | -3.9 | 3% | O=C(c1cnc2ccccn2c1=O)N1CCc2ccccc21 | -1% | 0% | 4% | x | -7%
-4% | 0.4 | -9% | CC(=O)Nc1ccc(CN2CCc3c([nH]c4ccccc34)C2c2ccccn2)cc1 (centres undefined) | -4% | -1% | -16% | 2 | -10%
-8% | -1.6 | 22% | COc1ccc(-c2c(C)[nH]n3c(=O)c(Cc4ccccc4)c(C)nc23)cc1 | -5% | -3% | 0% | -3 | -4%
-18% | -0.7 | -29% | O=C(NCCO)c1cccc(-c2cnc3c(Nc4cccc(OC(F)(F)C(F)F)c4)nccn23)c1 | -11% | x | -17% | 3 | 1%
4% | -1.7 | 9% | CCc1[nH]c(=S)c(C#N)c(-c2ccccc2)c1C(=O)OC | -8% | 0% | -8% | -22 | u
-12% | -0.7 | -4% | COc1ccc(/C=C(/NC(=O)c2ccccc2)C(=O)N/N=C/c2ccncc2)cc1 | 3% | -1% | 22% | -1 | 3%
0% | -0.5 | -26% | OC(c1ccc(F)c(F)c1)c1nc(-c2cccc(F)c2)cs1 (centres undefined) | -7% | x | -15% | 26 | -9%
-12% | 0.5 | 6% | CC1CC(C)(C)C2=NCCN21 (centres undefined) | 11% | x | 22% | 0 | -1%
-30% | -73* | 4% | COC(=O)c1c(-c2ccc(OC)cc2)sc2ccc(-c3ccc4c(c3)OCO4)cc12 | -4% | -5% | -20% | 5 | -14%
5% | -1.3 | 3% | CCN(C(=O)COC(=O)c1nc2nc(C)cc(C)n2n1)C1CCCCC1 | -2% | 1% | 2% | 14 | -7%
12% | -1.0 | -12% | CC(=O)CC(C)(C)Nc1nc2cc([N+](=O)[O-])ccc2o1 | -4% | 2% | 0% | 2 | -2%
12% | -1.3 | 6% | O=C(CNc1cccc(Br)c1)Nc1ccc(S(=O)(=O)N2CCCCC2)cc1 | 0% | x | -8% | 5 | 0%
5% | -2.7 | -7% | CCN1C(=O)[C@H]2[C@H]3CN=C(SCc4ccc(C(=O)OC)cc4)N3[C@@](CC)(C(=O)OC)[C@H]2C1=O | -3% | 1% | -2% | -1 | -12%
-13% | -0.1 | -15% | CCOC(=O)c1c(NC(=O)CNCCO)sc(C)c1C | -4% | 1% | -6% | 19 | -4%
12% | 0.3 | -6% | Cc1ccc(-n2ncc3c(NCCCn4ccnc4)ncnc32)c(C)c1 | 1% | 1% | 1% | -6 | -1%

Assay outcomes deposited in PubChem by National Center for Advancing Translational Sciences (NCATS).
